Screening results from PubChem BioAssay.
West Nile virus CPE – West Nile virus antiviral activity, cell-based, CPE readout (AID 1621) | 290,000 compounds, 0.02% hits | West Nile virus-infected cells, CPE inhibition; higher % means a stronger effect | CPE inhibition, % at 10 µM; hits with a dose series show IC50 in µM; in the data active = a potency from the dose series; note: strong numbers were not always called active
P. falciparum M17LAP – P. falciparum M17LAP inhibitors, primary screen, biochemical, fluorogenic H-Leu-NHMec substrate, 1536-well (AID 1619) | one-dose inhibition, % at 30 µM; IC50 in µM for titrated hits | 220,000 compounds, 0.38% hits | Leucine aminopeptidase (Plasmodium falciparum (isolate 3D7)) | recombinant M17LAP, H-Leu-NHMec fluorogenic kinetic assay; higher % means a stronger effect;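 active = compound inhibiting the enzyme by more than half at any dose during confirmatory dose-response retesting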;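 note: plate controls were full reaction with DMSO carrier for no effect and no enzyme background for full effect; strong numbers were not always called active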
Yfh1-depleted yeast – enhancers of respiration in Yfh1-depleted yeast, dose response, Friedreich's ataxia, plus single-dose screen (AID 1465). S. cerevisiae Yfh1-off respiration, WST-1 reduction, 72 h; higher fold induction means a stronger effect. fold induction at 50 µM, or EC50 in µM where a hit was titrated. 220,000 compounds, 0.074% hits;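 active = fold induction of absorbance versus untreated yeast above a set limit, then at least 30% activation at any dose in follow-up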;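 note: activators that raise dye reduction in frataxin-depleted yeast; strong numbers were not always called active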
Salmonella PhoP GFP – inhibitors of PhoP regulon expression, primary screen, Salmonella Typhimurium, GFP reporter (AID 1863) | S. Typhimurium PhoP-regulated promoter GFP reporter, 4 h; higher % means a stronger effect | inhibition, % at 50 µM; hits with a dose series show IC50 in µM | 300,000 compounds, 0.16% hits;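 active = inhibition over 29.93%, a cutoff 3 SD above the screen mean, later confirmed by dose response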;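 note: 0% = low Mg2+ inducing control and 100% = high Mg2+ repressing control; strong numbers were not always called active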
P. falciparum M1AAP – P. falciparum M1AAP inhibitors, biochemical, fluorogenic H-Leu-NHMec substrate, 1536-well (AID 1445); recombinant M1AAP, H-Leu-NHMec fluorogenic kinetic assay; higher % means a stronger effect; inhibition, % at 30 µM; hits with a dose series show IC50 in µM; 220,000 compounds, 0.42% hits;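 active = primary inhibition above the hit cutoff, then over 50% inhibition at one or more dose response concentrations, cut at about 23% in these data, passing the limit was not always enough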;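 note: plate controls were DMSO full reaction for no effect and no enzyme background for full effect; strong numbers were not always called active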
CSM14.1 death rescue – rescue of cells from ER stress-induced death, primary screen, 384-well, CSM14.1, thapsigargin, ATP luminescence (AID 1222); CSM14.1 thapsigargin-induced death rescue, ATP luminescence; higher % means a stronger effect; cellular ATP content (survival), % at 20 µM, or EC50 in µM where a hit was titrated; 190,000 tested, under 10 active;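 active = EC50 below 50 µM in the dose-response confirmation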;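 note: death triggered by thapsigargin at about 15 µM added after 2 h compound pretreatment; cell ATP read after overnight thapsigargin exposure of roughly 18 to 22 hours; normalized against plate controls of thapsigargin alone and 5% DMSO vehicle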
Siah-1 displacement – Siah-1 peptide-binding antagonists, primary screen, biochemical, fluorescence polarization, rhodamine-plectin, uHTS (AID 1817). E3 ubiquitin-protein ligase SIAH1 (Homo sapiens). Siah-1 / rhodamine-plectin peptide fluorescence polarization; higher % means a stronger effect. displacement, % at 20 µM; hits with a dose series show IC50 in µM. 290,000 compounds, 0.02% hits;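 active = displacement of at least 50% at 20 µM, with a fluorescence ratio check between 0.3 and a set limit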;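 note: plate controls were Siah plus tracer with DMSO for no effect and tracer alone without Siah for full effect; strong numbers were not always called active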
XIAP displacement – XIAP antagonists, biochemical, IAP family, fluorescence polarization (AID 1018); E3 ubiquitin-protein ligase XIAP (Homo sapiens); XIAP BIR domain, fluorescence polarization peptide displacement; higher % means a stronger effect; displacement, % at 20 µM; hits with a dose series show IC50 in µM; 200,000 compounds, 0.007% hits; in the data active = displacement above about 50%; note: a part of the inactive calls stands beside numbers as strong as those of hits
PMI inhibition – human PMI inhibitors, high substrate, primary screen, biochemical, fluorescence intensity, high mannose 6-phosphate (AID 1220); 190,000 compounds, 0.66% hits; recombinant PMI enzyme, coupled fluorescence intensity; higher % means a stronger effect; Mannose-6-phosphate isomerase (Homo sapiens); inhibition, % at 20 µM, or IC50 in µM where a hit was titrated; in the data active = inhibition above about 50%
An asterisk follows results filed as active; i = inactive; nt = no result given. Rows are unselected; 1.6% or so of the library scored in one or more.

Compound | West Nile virus CPE | P. falciparum M17LAP | Yfh1-depleted yeast | Salmonella PhoP GFP | P. falciparum M1AAP | CSM14.1 death rescue | Siah-1 displacement | XIAP displacement | PMI inhibition
NC(=O)C1(N2CCCCC2)CCN(C2CC(=O)N(Cc3ccc(N4CCCC4=O)cc3)C2=O)CC1 (stereo unspecified) | 0.2% | -13% | i | -3% | 5% | -3.2% | 3% | -2.8% | -3%
O=C(CCN1C(=O)c2ccccc2C1=O)NCCCn1ccnc1 | -0.7% | 2% | i | -2% | 10% | nt | 3% | -0.4% | -4%
COc1cc(CCC(=O)OCc2nnc(-c3ccccc3)o2)cc(OC)c1OC | 0.1% | 4% | i | 4% | 3% | nt | -5% | -3.3% | 8%
O=C(CCn1nc(-c2ccc(F)cc2)ccc1=O)NCc1ccccc1 | 0.0% | -7% | i | 2% | -5% | nt | -4% | nt | nt
COc1cc(C(=O)OCC(C)=O)ccc1OCc1c(C)noc1C | -0.5% | 10% | i | -7% | -16% | 0.3% | 4% | -3.1% | 2%
CCOCCc1c(O)nc(SCCOc2ccc(C)c(C)c2)[nH]c1=O | 0.5% | 2% | i | -13% | -5% | 0.5% | 15% | -3.7% | 4%
CCn1c(O)c(N=NC(=O)CNc2ccc(C)cc2)c2ccccc21 | -0.1% | -2% | i | 1% | 15% | -3.6% | 5% | -2.4% | 8%
CCCn1c(SCC(=O)N2CCCCC2)nnc1C(C)C | 0.7% | 5% | i | 1% | -1% | -2.0% | 0% | -2.6% | nt
CC1Cc2ccccc2N1C(=O)CO/N=C/c1ccc(OC(F)F)cc1 (stereo unspecified) | -0.9% | 4% | i | 4% | 3% | 8.4% | 7% | 0.9% | 13%
CN(C)S(=O)(=O)c1ccc(Cl)c(C(=O)Nc2ccccc2[N+](=O)[O-])c1 | -0.8% | 3% | i | 6% | 6% | -1.2% | 8% | -3.5% | -2%
COCCn1c(SCC(=O)N2CCCc3ccccc32)nc2ccccc2c1=O | 0.0% | 7% | i | -5% | 18% | 2.2% | -4% | -2.7% | -4%
CCCC(=O)Nc1nc2ccc(NC(=O)c3ccccc3F)cc2s1 | -0.6% | -3% | i | -9% | 6% | -1.2% | 2% | -6.1% | 10%
CC1=Nn2c(nnc2C2CCCCC2)SC1 | 0.3% | 10% | i | 9% | -3% | -0.7% | -6% | -1.7% | 0%
O=C(C[n+]1ccc(/C=N/O)cc1)NC1CCCCC1 | 0.2% | 1% | i | -8% | 2% | 5.4% | 3% | -3.3% | -3%
O=C(CSc1cccc[n+]1[O-])Nc1cc2c(cc1Cl)C(=O)c1ccccc1C2=O | -0.6% | -10% | i | 9% | 1% | 1.5% | -3% | 2.9% | 18%
C[C@H](C(=O)C=[N+]=[N-])N1C(=O)c2ccccc2C1=O | 0.0% | 6% | i | -4% | -2% | -1.2% | -2% | -3.7% | 15%
O=C(N/N=C/c1cc2ccccc2nc1Cl)[C@H]1C[C@@H]1c1ccccc1 | -0.3% | -5% | i | 4% | 2% | 13% | -3% | -37% | 18%
COc1cccc(CNC(=O)CCC2CCCN(C(=O)c3cscn3)C2)c1 (stereo unspecified) | 1.9% | 14% | i | -3% | 4% | -2.5% | 0% | -4.3% | 16%
CSc1nc2n(n1)C(C)C1=C(CCCC1=O)N2 (stereo unspecified) | -0.2% | -10% | i | -4% | 3% | -1.9% | 3% | 0.7% | -5%
COc1ccc(NC(=O)N(Cc2cc3cc(C)ccc3[nH]c2=O)CC2CCCO2)cc1 (stereo unspecified) | 0.0% | -6% | i | 1% | 7% | nt | 1% | nt | nt
COCCCNc1nc2c(-c3cccc(C(F)(F)F)c3)nnn2c2ccccc12 | -0.6% | 6% | i | 3% | 4% | -0.1% | -3% | -5.8% | -6%
COc1cccc(-c2nnn(CC(=O)Nc3cc(OC)c(NC(=O)c4ccco4)cc3OC)n2)c1 | 0.0% | -7% | i | -2% | -1% | -0.7% | 0% | -1.0% | 14%
CN=C(c1ccco1)n1c(=S)nc(-c2ccco2)n(C)c1=S | 0.4% | 0% | i | 3% | 6% | 1.8% | 0% | 1.9% | nt
Cc1cccc(NC(=O)CN2C(=O)S/C(=C\c3ccccn3)C2=O)c1 | -0.5% | 0% | i | -6% | 5% | -0.2% | 4% | -1.7% | 2%
CN1C(=O)c2ccc(NC(=O)c3cccc(N4C(=O)CCC4=O)c3)cc2C1=O | 0.1% | -33% | i | 4% | -3% | -1.7% | -4% | 2.2% | 6%
CCOC(=O)c1ccc(NC(=O)c2nc[nH]c2C(=O)N[C@@H](CC(C)C)C(=O)OC(C)(C)C)cc1 | 2.0% | -8% | i | -4% | -7% | nt | 0% | nt | nt
CCCCn1nnnc1SCC(=O)N1CCCC1 | -0.1% | -6% | i | 10% | 0% | 0.6% | 0% | -3.4% | 4%
CCCn1c(=O)c2ccccc2n2c(SCCOc3ccc(Cl)cc3)nnc12 | -0.8% | -7% | i | 16% | -20% | -2.6% | -1% | -5.6% | -9%
COc1cc(CC(=O)OCn2nnc3ccccc3c2=O)cc(OC)c1OC | -0.3% | 3% | i | 1% | -3% | 0.2% | 0% | -5.8% | 4%
CCOCCCNC(=O)C(NC(=O)CNC(C)=O)c1ccc(Cl)cc1 (stereo unspecified) | -0.2% | 1% | i | -1% | 11% | -1.0% | -1% | 0.1% | -6%
c1cncc(CSc2nnc3ccc(-c4ccncc4)nn23)c1 | -0.4% | 27% | i | 0% | 4% | nt | -5% | 2.1% | 5%
O=C(Nc1ccccc1)Nc1cc([N+](=O)[O-])ccc1F | -0.6% | 0% | i | 2% | 5% | -3.1% | 10% | -4.6% | 8%
C/C=C\C=C/C(=O)Nc1cccc(C2=NOC3(C2)C[C@@H](C(N)=O)N(C(=O)c2ccc(Cl)cc2)C3)c1 (stereo partly specified) | -0.5% | -8% | i | 6% | -1% | nt | -8% | nt | nt
COc1ccc2[nH]c(=O)c(CN(C(=O)C3CCCO3)c3ccc(C)cc3)cc2c1 (stereo unspecified) | 0.1% | 0% | i | 16% | -3% | 1.2% | 2% | -5.3% | 50%*
Clc1cccc2sc(N3CCCC3)nc12 | 0.0% | 5% | i | 16% | -2% | -2.8% | 1% | -4.6% | 3%
COc1ccccc1NC(=S)N(CCN1CCOCC1)Cc1ccccc1F | -0.5% | -4% | i | -2% | -1% | -0.6% | 5% | -3.9% | 8%
Cn1c(SCC(=O)NC(=O)CN2CCCC2=O)nnc1-c1ccc(F)cc1 | 0.0% | 0% | i | 7% | -1% | -0.6% | 0% | 0.1% | -6%
CC(=O)CCc1oc2ccccc2c1-c1ccccc1 | 0.2% | 13% | i | 1% | 0% | nt | 4% | nt | nt
CCn1ncc([N+](=O)[O-])c1C(=O)Nc1c(C)nn(Cc2ccc(F)cc2)c1C | nt | -1% | nt | -8% | 2% | -2.3% | 1% | -2.9% | 0%
Cc1oc(-c2ccccc2Cl)nc1CSCC(=O)NC1CC1 | -1.6% | 7% | i | -2% | 7% | -3.6% | 1% | -4.9% | 4%
Cc1ccc(CNCC(=O)Nc2ccc(C)cc2Br)cc1 | -0.3% | 4% | i | 4% | 6% | -1.0% | 18% | -4.1% | -7%
CCOc1ccccc1NC(=O)CSc1ccccc1 | -0.6% | 8% | i | 5% | 4% | -1.0% | -2% | -8.3% | 10%
O=C(NCc1ccc2c(c1)OCO2)c1ccc(N2CCCC2=O)cc1 | -0.2% | 1% | i | -10% | 11% | -1.8% | 5% | -7.3% | -6%
C[C@H](O)[C@@H](C(=O)N1CCN(C(=O)OC(C)(C)C)CC1)n1cc(CCCCNC(=O)OC(C)(C)C)nn1 | 0.5% | -2% | i | -11% | 3% | 1.3% | 12% | -0.2% | -1%
Cc1ccc(S(=O)(=O)NCC23C=CC(O2)C2C(=O)N(c4ccccc4)C(=O)C23)cc1 (stereo unspecified) | 0.1% | 16% | i | 10% | 21% | -0.8% | 5% | -22% | -58%
COCCNC(=O)C(c1ccccc1)N(C(=O)Cn1nnc2ccccc21)c1cccnc1 (stereo unspecified) | -0.2% | -2% | i | 1% | 6% | -1.9% | 4% | -9.1% | 7%
CCC(=O)Nc1cc2c(cc1C(C)=O)OCCO2 | -0.4% | 0% | i | -7% | 12% | -0.3% | 5% | -5.5% | 5%
Cc1ccn(C)c(=N)c1 | 0.8% | 5% | i | -1% | 12% | nt | 4% | nt | nt
O=C(/C=C\c1ccc2c(c1)OCO2)NC1(C(=O)Nc2ccc3c(c2)OCCO3)CCCCC1 | -0.5% | 10% | i | 6% | -1% | -2.2% | -5% | -17% | 11%
C=CCOC(=O)N1CCN(c2cccc(C(F)(F)F)c2)CC1 | -0.7% | 0% | i | 2% | 2% | 1.0% | 8% | -3.7% | 10%
COc1ccc(-c2csc(N(CCCN(C)C)C(=O)c3cccs3)n2)cc1 | 0.4% | -2% | i | -8% | -4% | -1.2% | 4% | -2.0% | 8%
CCc1cccc(NC(=O)C2CCN(S(=O)(=O)c3cccs3)CC2)c1 | -0.5% | -4% | i | 1% | -5% | 3.0% | 0% | -6.0% | 4%
COc1ccc(OC)c(N(CC(=O)Nc2ccccc2)S(C)(=O)=O)c1 | -0.5% | 3% | i | -5% | 9% | 0.0% | 4% | -1.8% | 0%
CCOc1ccc2nc(COC(=O)c3ccco3)c(C(C)=O)[n+]([O-])c2c1 | 0.2% | 20% | i | 30% | 0% | -0.1% | -6% | -0.2% | -9%
CSc1nc2nc(-c3ccccc3)cc(C(F)(F)F)n2n1 | 0.0% | -9% | i | 4% | 10% | -1.7% | 2% | -5.0% | -5%
COC(=O)c1cc(COc2ccc3oc(C)c(C(=O)OC)c3c2)c(C)o1 | -0.6% | 3% | i | 7% | 3% | 2.0% | -2% | 0.8% | 1%
COc1ccc(Cl)cc1C(=O)Nn1cnc2ccccc2c1=O | -0.5% | -10% | i | -4% | -8% | 3.2% | 0% | -1.7% | -7%
N#CCCNCC1(c2ccccc2)CCCC1 | 0.1% | -7% | i | 8% | 9% | nt | -3% | -1.5% | 1%
Cc1cc2[nH]ncc2cc1NC(N)=S | 0.5% | -7% | i | -1% | 8% | nt | -8% | -12% | 18%
CC(C)(C)NC(=O)CSc1nncn1NCc1ccccc1 | 0.5% | -5% | i | 12% | -3% | 2.7% | 1% | -2.4% | 6%
Cc1ccc(NC(=S)Nc2cccnc2)c(S(=O)(=O)N2CCCCC2)c1 | -1.2% | 12% | i | 4% | 5% | -0.3% | 5% | -2.9% | -1%
COc1ccccc1-c1cc(C(=O)NCCN2CCOCC2)no1 | -0.1% | 27% | i | -15% | 6% | 0.3% | 2% | -2.6% | 6%
